SMN2 splice enh = increases expression of the SMN2 splice variant | HEK293 SMN2-luciferase splicing reporter, luminescence, 30-36 h | Potency, µM (series often up to 46.1 µM), for the others: at the highest dose activity change, positive = activation, hits mostly activators | actives 2.8% (n = 210,000); also: % of control where 0% means no effect; nearly all actives have a fitted effect of over 55% in size
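HEK293 cells carry an SMN2 […]–luciferase reporter in which exon 7 inclusion puts luciferase in frame. Cells were plated 10-12 h before compound addition, then incubated 30-36 h at 37C. ONE-Glo luminescence was read; sodium butyrate at 4.5 mM final served as control.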
L3MBTL1 inh = L3MBTL1 (human) inhibition; Q9Y468; AlphaScreen L3MBTL1–H3K9me1 peptide binding; Potency, µM (top dose mostly 57.1 µM), for inactives: at the highest dose activity, negative = inhibition, most hits filed as inhibitors; actives 0.66% (n = 230,000); AID 485360; also: % is scaled to controls: 0 for no effect and ±100 for the full control effect; nearly all actives have a fitted effect of over 60% in size
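Read-out is AlphaScreen signal from streptavidin donor and nickel chelate acceptor beads (10 ug/mL final each) bridging L3MBTL1 (50 nM) and biotinylated K9-monomethylated H3(1-15) peptide (75 nM), after 30 min compound exposure at room temperature.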
RECQ1 inh = RECQ1 (human) helicase inhibition; P46063; RECQ1 DNA unwinding, red fluorescence kinetic read; Potency, µM (highest dose often 57.3 µM), without a hit: at the top dose activity, negative = inhibition, hits mostly inhibitors; actives 0.54% (n = 240,000); AID 2549;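 also: plate controls were vehicle for no effect and no enzyme for full effect; nearly all actives have a fitted effect of over 30% in size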
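RECQ1T1 50 nM; forked duplex (20 bp + 30-nt ss tails) 200 nM, ATP 2 mM final; pH 8.0, 2 mM MgCl2, 2.5 ug/ml poly(dI-dC); 15 min compound preincubation; discontinuous kinetic read over 2 h at RT.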
LMNA splice mod = changes lamin A minigene splicing in HeLa cells | HeLa LMNA splicing GFP/RFP minigene ratio, 48 h | Potency, µM (top dose mostly 46.1 µM), without a hit: top-dose ratio change, negative = inhibition, usual class: inhibitors | actives 0.01% (n = 200,000); active = well fitted inhibition curve with a large enough effect in the signal ratio, with a control signal flat, not every such curve was filed as active; inconclusive = small, poorly fitted or top-dose-only effect, or effect the other way, or a change in a side signal; the % refers to the signal ratio; also: % is scaled to controls: 0 for no effect and ±100 for the full control effect
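Read-out is the ratio of GFP to DsRed2 object intensity, acquired by 488 nm laser-scanning cytometry on HeLa lamin A-EGFP minigene reporter cells. Compound incubation 48 hrs at 37 °C in Opti-MEM with 2% FBS; DMSO 0.5% final.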
ALDH1A1 block = ALDH1A1 (human) enzyme inhibition; Potency, µM (top dose mostly 75.3 µM), without a hit: at the top dose activity, negative = inhibition, actives largely listed as inhibitors; P00352; actives 7.3% (n = 220,000); Purified ALDH1A1, NADH fluorescence, propionaldehyde substrate; active = well fitted inhibition curve with a large enough effect, not every such curve was filed as active; inconclusive = small, poorly fitted or top-dose-only effect, or another doubt; inactive = no such curve, though single readings can be large or run the other way;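 also: plate controls were no enzyme wells and a reference inhibitor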
Luc counter = blocks Kinase-Glo luciferase, a counter-screen artifact; Potency, µM (top dose mostly 38.3 µM), inactives show top-dose activity change, negative = inhibition, hits mostly inhibitors; Q27757; AID 1379; Kinase-Glo luciferase, ATP luminescence, 8 min; actives 0.28% (n = 200,000); also: % is scaled to controls: 0 for no effect and ±100 for the full control effect; nearly all actives have a fitted effect of over 60% in size
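Kinase-Glo luciferase light output from ATP and luciferin was measured with 10 uM ATP, within the enzyme's linear range. Buffer: 50 mM imidazole pH 7.2, 50 mM KCl, 7 mM MgCl2, 0.01% Tween 20, 0.05% BSA; luminescence read after 8 min at ambient temperature.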
Tau fibril ThT = tau fibrillization inhibition (ThT binding). recombinant tau K18 P301L, heparin-induced fibrillization, ThT fluorescence. AID 1460. P10636. actives 2.1% (n = 270,000). Potency, µM (doses to about 57.4 µM), inactives show at the top dose activity, negative = inhibition, most hits filed as inhibitors; also: % is scaled to controls: 0 for no effect and ±100 for the full control effect; nearly all actives have a fitted effect of over 55% in size
Target sequence (P10636 561-689 P618L limits assumed): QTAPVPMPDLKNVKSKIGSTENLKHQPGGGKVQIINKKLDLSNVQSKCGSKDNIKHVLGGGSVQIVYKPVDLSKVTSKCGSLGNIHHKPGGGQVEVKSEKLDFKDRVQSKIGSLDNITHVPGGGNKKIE
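ThT emission at 510 nm, taken 1 hr after adding 30 uM dye, quantifies aggregates formed when 20 uM heparin acts on human tau K18 P301L for 6 hr at 37 C.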
JMJD2E inh = JMJD2E (human) inhibition. B2RXH2. JMJD2E catalytic domain, FDH-coupled NADH fluorescence (FDH is formaldehyde dehydrogenase). Potency, µM (series often up to 57.1 µM), for inactives: at the top dose activity change, negative = inhibition, most hits filed as inhibitors. actives 1.6% (n = 230,000); active = well fitted inhibition curve with a large enough effect, not every such curve was filed as active; inconclusive = small, poorly fitted or top-dose-only effect, or another doubt; inactive = no such curve, though single readings can be large or run the other way;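 also: 0% = wells with enzyme and -100% = buffer wells without enzyme; nearly all actives have a fitted effect of over 50% in size; many of its hits are not listed in these tables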
Target sequence (B2RXH2 1-337 limits assumed): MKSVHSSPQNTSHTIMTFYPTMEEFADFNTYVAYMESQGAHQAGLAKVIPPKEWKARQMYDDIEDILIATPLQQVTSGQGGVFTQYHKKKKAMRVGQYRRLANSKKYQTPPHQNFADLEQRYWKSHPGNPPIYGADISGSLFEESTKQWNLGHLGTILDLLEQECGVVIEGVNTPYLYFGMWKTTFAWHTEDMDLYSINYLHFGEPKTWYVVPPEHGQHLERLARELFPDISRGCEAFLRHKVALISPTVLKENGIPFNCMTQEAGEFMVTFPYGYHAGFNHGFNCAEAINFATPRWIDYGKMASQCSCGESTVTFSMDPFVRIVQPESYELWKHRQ
* = called active by the depositor; i = inactive; ? = inconclusive; . = no result given; [ ] = remark or other dose. Unless noted, calls follow the shape of the dose curve; as a rule, active = well fitted curve in the direction sought with a large enough effect; inconclusive = small, poorly fitted or top-dose-only effect, or another doubt; inactive = no such curve, though single readings can be large; an effect the other way counts as inactive or inconclusive. Potency is read from the fitted curve at half-maximal effect. Some of the compounds tested; rates above refer to the full screens.

SMILES	SMN2 splice enh	L3MBTL1 inh	RECQ1 inh	LMNA splice mod	ALDH1A1 block	Luc counter	Tau fibril ThT	JMJD2E inh
N#CC1=C(N)OC2=C(CN(Cc3ccccc3)C/C2=C\c2cccnc2)C1c1cccnc1 (stereo unspecified)	-19%	-5%	8%	-18%	1.3µM*	0%	?	?
COc1cc2[nH]c(=S)nc(NCCc3ccc(C)cc3)c2cc1OC	-16%	0%	-3%	.	7%	1%	?	?
Cn1c(=O)c2c(nc(-n3ccnc3)n2Cc2ccccc2)n(C)c1=O	-4%	5%[11.4 µM]	0%	?	10µM*	-2%	8%	4%
COC(=O)c1c(N)n(-c2ccc(N3CCOCC3)cc2)c2nc3ccccc3nc12	-15%	-10%	-18%	-16%	18µM*	-9%	10µM*	18µM*
CN(C)Cc1ccccc1-c1nccc(NCc2cccs2)n1	-1%	.	5%	13%	8%	-2%	1%	4%
O=C(O)CCCNC(=O)c1cccc(C(=O)NCCCC(=O)O)n1	1%	9%	-4%	?	0%	-2%	7%	3%
CN(C(=O)COC(=O)c1cc(S(=O)(=O)N2CCOCC2)c(Cl)cc1Cl)C1CCS(=O)(=O)C1 (stereo unspecified)	-2%	-7%	i	-10%[46 µM]	-1%	0%	10%	13%
Cc1nc2cccc(C(=O)Oc3ccc([N+](=O)[O-])cc3)c2o1	-5%	.	i	2%[46 µM]	?	-1%	?	?
CN1C(N)=NC(=O)/C1=C/c1ccc(OC(F)(F)F)cc1	1%	7%	i	-5%[9.22 µM]	6%	0%	-6%	?
COc1ccccc1OCCCn1cc(C#N)c2ccccc21	16%	14%[11.4 µM]	i	?	-13%	1%	?	-2%
FC(F)(F)c1cc(-c2cccs2)n[nH]1	?	.	-12%	-8%	5%	17%	-7%	6%
O=C(CSc1nnc(CNC(=O)C23CC4CC(CC(C4)C2)C3)n1-c1ccccc1)Nc1ccc(F)cc1	8%	10%	-1%	-8%	11%	2%	-5%	1%
O=C(c1c(O)c2ccccc2oc1=O)C1CCC1	-2%	4%	i	?	-5%	-5%	-14%	-5%
CC1CCc2nn(CC(=O)N3CCN(C(=O)c4ccco4)CC3)cc2C1 (stereo unspecified)	-3%	-14%	i	-6%	-13%	-5%	-9%	-4%
COc1ccc(NC(=O)/C=N/O)cc1	14%	2%	-1%	-26%[46 µM]	1%	1%	-10%	-8%
CNC(=O)c1ccsc1NC(=O)c1coc2ccccc2c1=O	.	-3%	i	.	7%	.	?	3%
O=C(CSc1nnnn1-c1ccccc1)CC(=O)Nc1ccc(Cl)cc1	-48%[inhibitor]	-4%	i	?	2.2µM*	0%	?	-1%
Cc1nc(NCC2CCCO2)c2nnn(Cc3c(F)cccc3Cl)c2n1 (stereo unspecified)	-12%	8%	16%	?	?	2%	-1%	-6%
O=C(Nc1ccc(Cl)cc1)C1c2cccc[n+]2CC(=O)N1Cc1ccc2c(c1)OCO2 (stereo unspecified)	-3%	.	1%	7%[9.22 µM]	?	-2%	?	?
CC12C(=O)N(NC(=O)c3ccncc3)C(=O)C1C1C=CC2C1 (stereo unspecified)	.	12%	-5%	-4%	8%	.	-6%	6%

Limited to LMNA splice mod, Tau fibril ThT and ALDH1A1 block (2 entries from above):
SMILES,LMNA splice mod,Tau fibril ThT,ALDH1A1 block
FC(F)(F)c1cc(-c2cccs2)n[nH]1,-8%,-7%,5%
O=C(CSc1nnc(CNC(=O)C23CC4CC(CC(C4)C2)C3)n1-c1ccccc1)Nc1ccc(F)cc1,-8%,-5%,11%

More records follow.
SMILES	SMN2 splice enh	L3MBTL1 inh	RECQ1 inh	LMNA splice mod	ALDH1A1 block	Luc counter	Tau fibril ThT	JMJD2E inh
Cc1cccc2sc(NC(=O)CCNS(=O)(=O)c3cccs3)nc12	1%	-2%	i	-4%	2%	-2%	-9%	3%
N#CCCn1c(=O)cnc2cnc(N3CCOCC3)nc21	-40%[inhibitor]	.	-9%	.	?	7%	.	.
CCCCNc1nc(N)nc(-c2cc(Cl)ccc2O)n1	6.3µM*	28%	-23%	?	?	-1%	?	?
O=C(CC12CC3CC(CC(C3)C1)C2)NCc1ccncc1	-37%[inhibitor]	.	-6%	-4%	-3%	18%	-8%	-8%
NC(N)=NC1=NC(=O)C(Cc2ccccc2)S1 (stereo unspecified)	-9%	-29%	38%[activator]	.	-4%	-3%	-6%	3%
CCOc1cc(/C=N\NC(=O)c2ccc(C)nc2)cc([N+](=O)[O-])c1O	15%	3%	-12%	-11%	8%	1%	?	-6%

Structures above with sulfur, in the order listed:
SMILES	SMN2 splice enh	L3MBTL1 inh	RECQ1 inh	LMNA splice mod	ALDH1A1 block	Luc counter	Tau fibril ThT	JMJD2E inh
COc1cc2[nH]c(=S)nc(NCCc3ccc(C)cc3)c2cc1OC	-16%	0%	-3%	.	7%	1%	?	?
CN(C)Cc1ccccc1-c1nccc(NCc2cccs2)n1	-1%	.	5%	13%	8%	-2%	1%	4%
CN(C(=O)COC(=O)c1cc(S(=O)(=O)N2CCOCC2)c(Cl)cc1Cl)C1CCS(=O)(=O)C1 (stereo unspecified)	-2%	-7%	i	-10%[46 µM]	-1%	0%	10%	13%
FC(F)(F)c1cc(-c2cccs2)n[nH]1	?	.	-12%	-8%	5%	17%	-7%	6%
O=C(CSc1nnc(CNC(=O)C23CC4CC(CC(C4)C2)C3)n1-c1ccccc1)Nc1ccc(F)cc1	8%	10%	-1%	-8%	11%	2%	-5%	1%
CNC(=O)c1ccsc1NC(=O)c1coc2ccccc2c1=O	.	-3%	i	.	7%	.	?	3%
O=C(CSc1nnnn1-c1ccccc1)CC(=O)Nc1ccc(Cl)cc1	-48%[inhibitor]	-4%	i	?	2.2µM*	0%	?	-1%
Cc1cccc2sc(NC(=O)CCNS(=O)(=O)c3cccs3)nc12	1%	-2%	i	-4%	2%	-2%	-9%	3%
NC(N)=NC1=NC(=O)C(Cc2ccccc2)S1 (stereo unspecified)	-9%	-29%	38%[activator]	.	-4%	-3%	-6%	3%
